Cardiac RTF inh: cardiac RTF calcium desensitization. IANBD-labeled cardiac RTF, Ca2+ fluorescence. inhibition, % at 7.15 µM. actives 0.12% (n = 340,000);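 active = inhibition above the mean inhibition of all tested compounds plus 3 SD, cut at about 17% in these data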;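 note: assay run at fixed EC70 calcium of 1.6 mM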
Keap1-Nrf2 PPI: Keap1-Nrf2 (human) interaction inhibition; actives 0.15% (n = 340,000); Keap1 Kelch-Nrf2 peptide fluorescence polarization, 1536-well; inhibition, % at 9.4 µM; AID 504523; Q14145; in the data active = inhibition above about 12%;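 note: human Keap1 Kelch domain with fluorescein labeled Nrf2 9mer peptide probe; 0% = neutral control wells and 100% = peptide positive control; higher means more block of Keap1 binding to Nrf2 peptide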
LANA DNA inh: blocks KSHV LANA C-terminal domain binding to DNA | MBP-C-LANA/FAM-LBS DNA binding, fluorescence polarization | inhibition, % at 9 µM | actives 0.078% (n = 340,000);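 active = highest replicate inhibition at or above 60% at 9 µM, even if other replicates fall short; inactive = all replicates below 60% inhibition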;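 note: 0% = neutral control wells and 100% = 4 µM acridine orange control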
Arr AP2 block: blocks beta-arrestin peptide binding to AP2 adaptin. inhibition, % at 10 µM. actives 0.31% (n = 340,000). FITC-arrestin peptide / GST-AP2 beads, flow cytometry; AP2 beta2 appendage carries R879A mutation;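 active = inhibition above a set limit, near 3 SD of compounds lacking own fluorescence, cut at about 54% in these data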;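 note: plate controls were DMSO wells for no effect and 5 µM unlabelled arrestin peptide for full effect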
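System: GST-AP2 R879A bound to glutathione beads, E. coli-expressed. Also added: 50 nM FITC-arrestin peptide. Schedule: compound with beads 12 min RT, then probe 1 h RT. Signal: bead flow cytometry, FITC channel. Read-out basis: percent response.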
SR-BI DiI-HDL act: activators of SR-BI mediated HDL lipid uptake. AID 504775. CHO ldlA[mSR-BI] cells, DiI-HDL uptake fluorescence, 3 h; 100 = double the neutral-control signal. activation, % at 12.5 µM. actives 0.096% (n = 320,000);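 active = mean replicate activation of at least 60% and every replicate at or above 60%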;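 note: 0% = median plate neutral-control signal and 100% = twice that signal; values of inactives mirror those of a sister screen read the other way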
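material = CHO ldlA[mSR-BI] cells | medium = Ham's F12 with 0.5% BSA, HEPES 25 mM, pH 7.4 | reagent = fluorescent DiI-HDL, 10 µg/mL final | compound dosing = single-point compound dose | incubation = 3 h, 37 °C | measured by = bottom-read fluorescence, 550/595 nm | measure = HDL uptake via cellular fluorescence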
NSD2 inh: blocks human histone methyltransferase NSD2; O96028; NSD2 peptide methylation, AlphaScreen, 120 min; inhibition, % at 12.5 µM; actives 0.54% (n = 310,000); in the data active = inhibition above about 50%
PKA-R2B activ: activators of human PKA-R2B complex; activation, % at 11.4 µM; PKA-R2B holoenzyme dissociation, Cy5-IP20 fluorescence polarization; R2B truncated from residue 108, S112A mutant; 0% DMSO only, 100% 113 µM cGMP; P22694+P31323; AID 504700; actives 0.079% (n = 340,000);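 active = activation above a cutoff set at the mean over all compounds plus 3 SD, cut at about 18% in these data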;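 note: higher means more holoenzyme dissociation and a rise in polarization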
PvdQ inh: P. aeruginosa PvdQ acylase inhibition; purified PvdQ acylase, fluorescence plate reader; inhibition, % at 10 µM; actives 0.063% (n = 340,000); AID 488965; in the data active = inhibition above about 30%, passing the limit was not always enough;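 note: 0% = vehicle neutral wells and 100% = reference inhibitor wells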
SR-BI HDL uptake: inhibitors of mouse SR-BI mediated HDL lipid uptake. ldlA[mSR-BI] CHO cells, DiI-HDL uptake fluorescence, 3 h. actives 0.96% (n = 320,000). inhibition, % at 12.5 µM. AID 488896;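 active = mean replicate inhibition of at least 70% and a set share of replicates each scoring 70 or more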;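 note: 0% = median of neutral control wells and 100% = median of positive control wells; values of inactives mirror those of a sister screen read the other way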
DAGLB inh: blocks human DAGLB lipase activity. Q8NCG7. HEK293T DAGLB membrane lysate, EnzChek fluorogenic substrate. inhibition, % at 5.17 µM. actives 0.059% (n = 340,000). AID 504411; in the data active = inhibition above about 34%;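 note: 0% = enzyme with vehicle and 100% = wells lacking enzyme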
Target sequence (Q8NCG7 whole entry, looked up): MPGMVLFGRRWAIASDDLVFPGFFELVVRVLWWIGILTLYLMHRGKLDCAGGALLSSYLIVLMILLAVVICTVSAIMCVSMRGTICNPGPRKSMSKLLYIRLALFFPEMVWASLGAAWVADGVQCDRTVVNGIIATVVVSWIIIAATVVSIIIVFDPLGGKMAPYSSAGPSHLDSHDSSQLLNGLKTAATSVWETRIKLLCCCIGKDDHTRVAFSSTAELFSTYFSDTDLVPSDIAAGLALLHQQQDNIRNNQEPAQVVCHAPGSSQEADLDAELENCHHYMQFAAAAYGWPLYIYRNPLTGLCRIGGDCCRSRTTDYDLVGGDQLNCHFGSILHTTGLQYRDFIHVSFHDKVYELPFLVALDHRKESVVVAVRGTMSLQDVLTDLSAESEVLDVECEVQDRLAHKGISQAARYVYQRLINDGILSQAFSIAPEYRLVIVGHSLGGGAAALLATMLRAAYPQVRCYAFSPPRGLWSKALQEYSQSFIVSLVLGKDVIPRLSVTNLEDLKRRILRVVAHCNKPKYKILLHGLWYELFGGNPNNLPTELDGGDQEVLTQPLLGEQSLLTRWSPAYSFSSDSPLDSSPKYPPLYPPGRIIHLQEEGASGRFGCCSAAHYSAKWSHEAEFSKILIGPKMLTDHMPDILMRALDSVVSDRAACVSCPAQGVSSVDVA
* marks the source's active call; other numbers are inactive results; . = no result given.

SMILES	Cardiac RTF inh	Keap1-Nrf2 PPI	LANA DNA inh	Arr AP2 block	SR-BI DiI-HDL act	NSD2 inh	PKA-R2B activ	PvdQ inh	SR-BI HDL uptake	DAGLB inh
COC(=O)C1C(=O)N2CCCSC2=C(C#N)C1c1cccs1 (centres undefined)	-4	-6	1.3	8	1	-1	3	-8	-1	0
CCOc1ccc(S(=O)(=O)NCCSc2ccccc2)cc1	-2	0	0.2	11	29	-2	-14	-7	-29	-3
CN1C(=O)C(O)(c2sc(N)nc2-c2ccccc2)c2ccccc21 (centres undefined)	-7	-2	1.0	-7	5	-1	5	-17	-5	-2
N#Cc1ccc(-c2ccccc2)nc1SCC(=O)c1cccc(Cl)c1	-1	-1	1.5	14	-26	1	8	-6	26	-4
COc1cccc(C(=O)NC(Cc2ccccc2)c2ccc3c(c2)OCCCO3)c1 (centres undefined)	3	-2	0.4	35	-32	-1	-5	-12	32	-6
CC(C)C(=O)Nc1ncc(Cc2ccccc2Cl)s1	8	3	1.4	6	0	-1	-2	-9	0	3
O=C(NOCc1ccccc1)OCc1ccccc1	3	-3	0.1	3	-4	.	4	2	4	-12
O=C(NCCc1ccccc1)c1cc(=O)[nH]c2ccccc12	-1	0	-0.3	47	10	7	-10	18	-10	-2
Cc1ccccc1OCc1nc(-c2cccnc2)no1	-3	-1	-1.3	22	-2	-4	-1	7	2	-2
COc1cc(/C=N/NC(=O)c2ccncc2)ccc1OC(=O)c1cccc(F)c1	-5	-9	0.6	-5	-31	3	-13	-10	31	-1
COc1ccc2[nH]c(C(=O)O)c(CCNC(C)=O)c2c1	1	-1	1.3	-2	16	-2	3	1	-16	1
COc1ccc(C(CNC(=O)c2cccc(S(=O)(=O)Nc3ccc(C)cc3)c2)N2CCOCC2)cc1 (centres undefined)	1	.	.	-2	19	0	-15	5	-19	0
CCC1(c2ccccc2)NC(=O)N(CC(=O)NNC(=O)COc2ccc(Cl)cc2C)C1=O (centres undefined)	-3	2	-0.1	-7	11	2	-9	-9	-11	-1
COc1ccc(/C=N/NC(=O)c2nn(C)cc2Br)cc1CSCc1ccco1	1	-3	-0.6	21	-9	1	7	-1	9	2
Cc1ccccc1C(=O)NC(CC(C)C)C(=O)OCC(=O)c1c(N)n(C)c(=O)n(C)c1=O (centres undefined)	-12	-4	-0.7	2	-5	0	0	2	5	-2
COC(=O)c1[nH]c2ccc(Cl)cc2c1NC(=O)Oc1ccccc1	-3	3	0.1	5	10	3	-16	-17	-10	1
Cn1c(SCC(=O)Nc2ccccc2F)nnc1C1CCCCC1	0	-4	0.0	21	4	1	-4	-7	-4	2
O=C(NCc1cccc(Cl)c1)c1ccc2c(c1)OCO2	-5	-3	1.0	11	21	-5	-4	-14	-21	-5
O=C(CSCc1ccc(Cl)cc1)Nc1cc([N+](=O)[O-])ccc1O	-3	-2	-1.1	-3	-14	-4	-2	-11	14	8
COc1ccccc1C(=O)Nc1nsc(-c2ccccc2)n1	7	-4	-0.3	11	5	0	-7	8	-5	-10
O=C(CCSCc1ccccc1Cl)N1CCN(c2cccc(Cl)c2)CC1	5	-1	-2.5	31	-5	1	-2	3	5	-7
CCOc1ccc(NS(=O)(=O)c2ccc(NC(=O)[C@@H]3CCCC[C@@H]3C(=O)O)cc2)cc1	-9	-4	-2.1	-1	19	-2	-4	-2	-20	2
CCCCn1c(N)c(Sc2ccc(Cl)cc2)c(=O)[nH]c1=O	0	-5	-0.7	2	-8	-1	-11	-12	8	-2
Nc1ccc(C(=O)N2N=C(c3ccccc3)CC2(O)C(F)(F)F)cc1 (centres undefined)	-13	-1	-0.8	0	-13	0	7	-4	13	1
Cc1cccc(C)c1OCCn1nnc2ccccc21	-7	-3	2.4	0	-6	0	16	-18	6	0

Further results follow:
SMILES	Cardiac RTF inh	Keap1-Nrf2 PPI	LANA DNA inh	Arr AP2 block	SR-BI DiI-HDL act	NSD2 inh	PKA-R2B activ	PvdQ inh	SR-BI HDL uptake	DAGLB inh
Cc1ccc(C(=O)N=c2sccn2C)cc1C	-9	-1	-1.2	0	2	-4	-7	-7	-2	-2
COc1ccc(Oc2ccc(C(F)(F)F)cc2NC(=O)c2ccc(OC)cc2)cc1	-6	-6	-2.2	-3	-3	24	-2	-8	3	-11
CC(=O)Nc1ccc(NC(=O)c2ccc3c(c2)C(=O)N(c2ccccc2C)C3=O)cc1	-3	1	-1.0	22	-24	0	-6	9	24	-3
O=C1CC(Sc2nnnn2-c2ccccc2)C(=O)N1c1cccc(Cl)c1 (centres undefined)	1	-3	-0.8	31	-4	.	-6	5	4	-2
O=C(COC(=O)c1ccc2c(c1Cl)C(=O)c1ccccc1C2=O)NC1CCCCC1	-5	1	0.2	3	27	2	-1	-10	-27	3
COc1cc(S(=O)(=O)NC2CCCCC2C)ccc1F (centres undefined)	1	1	-0.9	8	4	-1	6	-5	-4	-2
CCCCOc1ccc(C(=O)Nc2cccc(-n3cnnn3)c2)cc1OC	-2	3	0.4	7	-75	0	4	3	75*	1
CCOC(=O)c1c(NC(=O)/C=C\C(=O)O)sc(C)c1-c1ccccc1	5	-8	-0.1	0	6	-2	-9	1	-6	12
CN(C)S(=O)(=O)c1ccc(Cl)c(NC(=O)CN2C(=O)NC3(CCCC3)C2=O)c1	1	-5	3.7	-5	9	-2	-7	-6	-9	0
CCN(CC)/C(=N\S(=O)(=O)c1ccc(F)cc1)c1ccccc1	-8	-3	-1.2	1	-8	-2	-4	8	8	-3
O=C(Nc1ccncc1)c1cc(-c2cccc(Br)c2)nc2ccccc12	-23	0	1.2	26	-55	-1	-11	7	55	0
CCN(CC)S(=O)(=O)c1ccc(NC(=O)c2ccc(CN3CCOCC3)cc2)cc1	5	-3	0.7	-3	-14	.	-10	-1	14	0
COc1ccccc1Nc1nc(N)nc(CN2CCC(C)CC2)n1	-1	3	-0.4	7	16	-4	-2	19	-16	2
CCOc1cc(C(=O)N2CCN(c3ccccn3)CC2)cc(OCC)c1OCC	5	-3	-0.3	19	7	-1	0	2	-7	-3
CCc1ccc([C@H]2C(C(=O)O)=C[C@@H](C(C)(C)C)N2S(=O)(=O)c2ccc(C)cc2)cc1	-3	-1	0.5	7	8	.	-9	4	-8	10
Cc1ccc(S(=O)(=O)N2CCc3cc4c(cc3C2C)OCCCO4)cc1 (centres undefined)	2	0	1.8	1	-23	1	-3	1	23	-7
Cc1ccnc2c(N3C(=O)C4C5c6ccccc6C(c6ccccc65)C4C3=O)cccc12 (centres undefined)	-2	0	1.4	24	34	4	-16	9	-34	-4
NC(=O)C1(N2CCCCC2)CCN(CC(=O)Nc2cc(Cl)ccc2Cl)CC1	-7	-4	-0.3	-5	23	2	-7	-9	-23	-3
O=C(CCC(=O)N1CCN(S(=O)(=O)c2ccc(Cl)cc2)CC1)NC1CCCc2ccccc21 (centres undefined)	-1	0	0.6	20	-25	-2	8	6	25	-1
O=C1c2ccccc2C(O)N1c1cccnc1 (centres undefined)	-3	0	-2.4	20	-3	.	4	7	3	0
CCC1(c2ccc(F)cc2)NC(=O)N(CC(=O)Nc2cc(S(=O)(=O)N(C)C)ccc2Cl)C1=O (centres undefined)	3	2	-1.0	13	-34	-1	-4	-8	34	0
CC(Sc1nc2sc3c(c2c(=O)n1-c1ccccc1)CCCC3)C(=O)O (centres undefined)	-4	5	-0.4	34	34	1	-7	6	-34	2
CCCCc1nnc(NC(=O)C(C)Sc2nc(O)c(Cc3ccccc3)c(=O)[nH]2)s1 (centres undefined)	-2	-4	0.3	9	30	-1	-5	-12	-30	-1
O=C(NCc1ccco1)c1cc(NS(=O)(=O)c2cccc([N+](=O)[O-])c2)ccc1O	-1	-4	-1.4	23	-3	6	2	-2	3	2
O=S(=O)(NCCc1ccccc1F)c1cccc(S(=O)(=O)N2CCOCC2)c1	2	-1	-1.0	8	-23	-4	-5	-6	23	-1
Nc1cc(Cl)ccc1C(=O)OCC(=O)NC1CCCCC1	-1	-5	-0.5	15	20	-1	-12	-16	-20	-1
CN(CCc1ccccn1)C(=O)CCC1CCCN(C(=O)c2cscn2)C1 (centres undefined)	2	-2	0.3	5	14	-1	-6	-4	-14	1

Source: PubChem BioAssay (several laboratories)

Outcome played no part in choosing rows, and some 2.1% of all compounds hit somewhere here.
